SENP8 block-1 – SENP8 protease inhibition | Q96LD8 | purified SENP8, Z-RLRGG-aminoluciferin cleavage, luminescence | inhibition, % at 10 µM | 330,000 compounds, 1.2% hits | AID 2540; in the data active = inhibition above about 50%
Target sequence (Q96LD8 whole entry, looked up): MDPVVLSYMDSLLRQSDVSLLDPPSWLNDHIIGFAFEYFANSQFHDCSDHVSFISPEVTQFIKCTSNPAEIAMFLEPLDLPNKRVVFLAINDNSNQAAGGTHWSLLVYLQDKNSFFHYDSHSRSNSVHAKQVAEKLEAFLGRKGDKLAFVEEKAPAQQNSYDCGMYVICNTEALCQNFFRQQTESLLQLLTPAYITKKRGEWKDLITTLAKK
Apaf-1 inh – human Apaf-1 inhibition | AID 489030 | O14727 | reconstituted apoptosome caspase-3 activity, DEVD-Rh110 fluorescence | 330,000 compounds, 0.71% hits | inhibition, % at 20 µM; active = inhibition of at least 40% at 20 µM;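 also: plate controls were DMSO wells for no effect and DEVD-CHO caspase inhibitor wells for full effect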
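Material: biochemical Apaf-1 apoptosome reconstitution. Medium: Hepes buffer, pH 7.5. Also added: cytochrome c activation, bis-DEVD rhodamine 110 substrate. Timing: 30 min compound preincubation, 50 min activation, room temperature. Measured by: rhodamine 110 fluorescence at Ex 480/Em 540 nm.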
HKDC1 inhibitor – inhibitors of human hexokinase HKDC1 | recombinant HKDC1, G6PDH/diaphorase resazurin coupled fluorescence | Q2TB90 | inhibition, % at 20 µM | 340,000 compounds, 0.16% hits;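 active = inhibition above about 35% when tested at 20 µM, limit read from the data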;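 also: plate controls were DMSO wells with enzyme for no effect and DMSO wells lacking enzyme for full effect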
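Material – in-house recombinant HK5 (HKDC1) enzyme · Quantity – HKDC1 at 5 µg/mL · Buffer or medium – pH 8.0 Tris buffer with 10 mM MgCl2 · Reagent – glucose with 1 mM ATP · Dosing – single 20 µM dose · Times – reaction time 90 min, room temperature, protected from light · Technique – resorufin fluorescence at 613 nm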
PfG6PD inh – PfG6PD (Plasmodium falciparum) enzyme inhibition | PfGluPho enzyme, NADPH resazurin-diaphorase fluorescence | inhibition, % at 20 µM | 350,000 compounds, 0.78% hits | AID 504690;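 active = inhibition reaching at least a set limit at 20 µM in the primary screen, cut at about 59% in these data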;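 also: 0% = DMSO wells with substrate and 100% = DMSO wells lacking glucose-6-phosphate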
SENP1 inh – blocks the human SENP1 SUMO protease catalytic domain; 360,000 compounds, 0.21% hits; AID 624204; inhibition, % at 10 µM; recombinant SENP1 catalytic domain, CyPet-SUMO1-YPet FRET cleavage;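 active = inhibition at least 30% at 10 µM, raw YFP signal under a set limit, fluorescence ratio 0.5 to 1.5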;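 also: 0% = enzyme with DMSO and 100% = no enzyme wells; some results filed as inactive read as strong as hits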
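Test system: hSENP1 catalytic domain, recombinant; Amount: 20 pM final SENP1 enzyme; Medium: Tris pH 8 buffer plus EDTA, NaCl, BME, BSA, NP40, catalase; Schedule: 50 min enzyme reaction, room temperature, light-protected; Technique: FRET fluorescence in CFP and YFP emission channels; Controls: no-enzyme wells low, DMSO-plus-enzyme wells high control.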
SENP7 inh – blocks the human protease SENP7 | Q9BQF6 | recombinant SENP7, Z-RLRGG-aminoluciferin luminescence, 40 min | inhibition, % at 5 µM | 330,000 compounds, 1.5% hits | AID 434973;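 active = inhibition above about 50% at the single test dose, limit read from the data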;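 also: plate controls were DMSO with enzyme for no effect and no enzyme buffer wells for full effect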
Target sequence (Q9BQF6 706-1050 limits assumed): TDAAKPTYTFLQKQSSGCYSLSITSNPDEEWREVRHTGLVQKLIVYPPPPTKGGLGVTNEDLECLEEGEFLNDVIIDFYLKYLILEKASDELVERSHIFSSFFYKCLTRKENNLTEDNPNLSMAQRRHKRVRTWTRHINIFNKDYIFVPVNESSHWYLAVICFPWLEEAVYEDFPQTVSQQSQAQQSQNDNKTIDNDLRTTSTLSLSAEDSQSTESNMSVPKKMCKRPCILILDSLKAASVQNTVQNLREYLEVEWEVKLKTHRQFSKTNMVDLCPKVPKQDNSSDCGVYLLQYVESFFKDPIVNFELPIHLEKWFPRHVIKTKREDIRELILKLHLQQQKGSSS
NALP3 yeast inh – NALP3 inhibition in yeast. inhibition, % at 10 µM. 330,000 compounds, 0.39% hits. Yeast reconstituted NLRP3/ASC/caspase-1, beta-gal luminescence, 24 h. AID 2825;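 active = inhibition of 50% or more; inactive = inhibition below 50%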;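 also: plate controls were induced DMSO wells for no effect and uninduced yeast grown without galactose for full effect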
SENP6 block – SENP6 protease inhibition; Recombinant SENP6 catalytic domain, aminoluciferin luminescence; 330,000 compounds, 1.8% hits; Q9GZR1; AID 2599; inhibition, % at 10 µM;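 active = inhibition above about 50% at the single tested dose, limit read from the data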;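 also: plate controls were DMSO wells with enzyme for no effect and DMSO wells lacking enzyme for full effect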
Target sequence (Q9GZR1 628-1112 limits assumed): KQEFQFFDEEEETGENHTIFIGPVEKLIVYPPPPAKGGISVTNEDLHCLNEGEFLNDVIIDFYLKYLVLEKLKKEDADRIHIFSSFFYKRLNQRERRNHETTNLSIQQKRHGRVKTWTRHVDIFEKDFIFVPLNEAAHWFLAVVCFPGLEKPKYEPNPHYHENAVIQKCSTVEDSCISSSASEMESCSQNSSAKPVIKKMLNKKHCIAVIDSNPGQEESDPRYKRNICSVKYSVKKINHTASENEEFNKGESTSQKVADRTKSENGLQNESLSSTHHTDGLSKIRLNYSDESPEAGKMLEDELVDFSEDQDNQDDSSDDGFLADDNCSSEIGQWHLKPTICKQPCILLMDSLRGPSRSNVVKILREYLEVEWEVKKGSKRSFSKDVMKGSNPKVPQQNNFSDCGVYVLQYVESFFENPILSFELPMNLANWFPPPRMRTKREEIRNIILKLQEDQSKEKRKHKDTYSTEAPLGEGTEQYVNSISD
SENP8 block-2 – inhibitors of human SENP8 protease; inhibition, % at 20 µM; recombinant SENP8, Nedd8 substrate fluorescence; 360,000 compounds, 0.64% hits; AID 602440; in the data active = inhibition mostly above about 40%, no sharp cut-off; inactive = mostly below about 27%
* = called active by the depositor; . = no result given.

SMILES	SENP8 block-1	Apaf-1 inh	HKDC1 inhibitor	PfG6PD inh	SENP1 inh	SENP7 inh	NALP3 yeast inh	SENP6 block	SENP8 block-2
O=C(N/N=C/c1ccc(N2CCOCC2)cc1)c1ccc(O)cc1	17	-4	-5	14	34*	5	13	3	-369
Cc1nnc(SCC(=O)Nc2cc(Cl)ccc2Cl)n1CC1CCCO1 (stereo not given)	-5	5	-2	-5	0	0	14	-17	1
O=C(O)CSc1nnnn1-c1ccccc1	1	-23	-4	-9	0	-1	19	13	15
Cc1ccc(/C=N/Nc2nc(N3CCOCC3)nc(N3CCOCC3)n2)o1	-12	3	-6	1	-2	-3	-3	-33	-1
COc1ccc(N2CCN(C(=O)CSc3ncccc3-c3nc4ccccc4[nH]3)CC2)cc1	-8	5	-4	5	6	-4	29	7	-370
O=C(C[n+]1ccc(CCSc2ccc(F)cc2)cc1)c1ccccc1	-8	-2	13	70*	-23	3	25	3	16
O=C(Nc1ccc(Cl)cc1)c1ccc(OCC2CCCO2)cc1 (stereo not given)	-4	-4	-3	11	1	-7	29	-24	4
COc1cccc(C2CC3(CC(C)(C)NC(=S)N3)Oc3cc(O)ccc32)c1 (stereo not given)	-5	10	-6	28	2	1	17	-6	11
Cc1ccc(N=C2N=C(N)c3ccccc32)c(C)c1	-5	-5	0	0	1	-4	-2	-13	42*
Cc1ccc(Cn2nc(C)c(NC(=O)c3cc(C)no3)c2C)cc1	-8	7	3	-1	-2	8	13	-14	11
CC(C)CCC1(CCNC(C)c2cccs2)CCOC(C)(C)C1 (stereo not given)	-11	-3	2	-9	0	-4	11	-10	13
CC(=O)NC(Cc1ccccc1)C(C)=O (stereo not given)	-11	5	-4	0	1	-3	15	-28	12
O=C(c1cccc(C(=O)N2CCC(O)(c3ccccc3)CC2)c1)N1CCC(O)(c2ccccc2)CC1	5	-14	-5	17	1	0	-1	-5	24
O=C1COc2ccc(C(=O)COC(=O)Cc3ccsc3)cc2N1	3	3	-7	-9	1	4	-1	9	-41
O=C(NC1=NCCS1)c1cccc(NC(=O)c2ccco2)c1	-2	9	1	-13	1	0	-3	7	5
CC(=O)Nc1ccc(NC(=O)N(c2ccccc2)c2ccccc2)cc1	1	-7	-7	11	3	-2	7	-6	12
Cc1ccc2c(c1)C(=O)c1c(C(=O)O)cccc1-2	-1	-6	-11	-8	-2	-2	16	-5	-1
Cc1ccc(CSc2nc3c(c(=O)[nH]2)CCC3)cc1	-10	5	0	3	3	-5	17	-10	12
COc1cc(C(CC(=O)Nc2cc(C)ccn2)N2Cc3ccccc3C2=O)cc(OC)c1OC (stereo not given)	-1	7	-1	-5	-4	-1	-3	18	13
COc1ccc([C@H]2CC(=O)C=C(c3cccc(OC(F)(F)F)c3)C2)cc1	2	24	3	17	1	-1	18	6	30
CC(Oc1cccc2cccnc12)C(=O)N/N=C/c1ccc2c(c1)OCO2 (stereo not given)	-2	-6	4	-4	1	6	-10	3	4
Cc1ccc2[nH]cc(S(=O)(=O)c3ccc(C)c(C)c3)c(=O)c2c1	6	1	-4	-28	-1	6	-8	5	-2
Cc1ccc(S(=O)(=O)N(Cc2cc3ccccc3[nH]c2=O)CC2CCCO2)cc1 (stereo not given)	-2	4	7	-10	3	9	5	-24	-30
CCOc1ccc2nc(SC3CC(=O)N(c4ccc(C)cc4)C3=O)sc2c1 (stereo not given)	7	17	-10	6	1	5	3	16	21
COc1ccc2c(c1)C=C(CN1CCC(CO)(CCc3ccccc3)CC1)CO2	-7	19	2	10	3	-1	31	-20	-32
CCc1cccc2c1NC(=O)[C@]21[C@@H]2C(=O)N(Cc3ccccc3)C(=O)[C@@H]2[C@@H]2CCCN21	-16	22	7	2	-11	-7	8	-3	0
Cc1ccc(-n2nc(CN3CCOCC3)c(-c3ccccc3)c2N)cc1Cl	-4	18	13	-4	1	-8	20	-15	10
Cc1nn(Cc2ccccc2Cl)c(C)c1C(=O)NCC(c1cccs1)N1CCOCC1 (stereo not given)	1	5	0	-10	0	-14	16	-5	15
COc1ccc(OCC(=O)N/N=C\c2ccco2)cc1	-4	-14	-6	-3	1	-1	18	-31	15
O=C(NCCN1CCc2ccccc2C1)C1CC(=O)N(C2CCCC2)C1 (stereo not given)	0	0	-8	-11	-4	-1	5	12	11

Record cards, as listed above.
Cc1ccc(S(=O)(=O)N(Cc2cc3ccccc3[nH]c2=O)CC2CCCO2)cc1 (stereo not given) across the screens: SENP8 block-1: -2; Apaf-1 inh: 4; HKDC1 inhibitor: 7; PfG6PD inh: -10; SENP1 inh: 3; SENP7 inh: 9; NALP3 yeast inh: 5; SENP6 block: -24; SENP8 block-2: -30
CC(Oc1cccc2cccnc12)C(=O)N/N=C/c1ccc2c(c1)OCO2 (stereo not given) across the screens: SENP8 block-1: -2; Apaf-1 inh: -6; HKDC1 inhibitor: 4; PfG6PD inh: -4; SENP1 inh: 1; SENP7 inh: 6; NALP3 yeast inh: -10; SENP6 block: 3; SENP8 block-2: 4

(continued)
SMILES	SENP8 block-1	Apaf-1 inh	HKDC1 inhibitor	PfG6PD inh	SENP1 inh	SENP7 inh	NALP3 yeast inh	SENP6 block	SENP8 block-2
Cc1ccc(OCCSc2nc3ccccc3n2CC(=O)O)c(C(C)C)c1	-2	6	0	-8	0	-7	9	6	14
COc1ccc(N=C2NC(=O)/C(=C/c3ccco3)S2)cc1	-2	-7	4	4	3	7	6	-16	11
O=C(c1cc2ccccc2o1)N(Cc1nnc(-c2ccccc2Cl)o1)C1CC1	18	27	0	9	-2	-4	25	0	2
CCCC(CCC(=O)NC1CCCCC1)C(=O)O (stereo not given)	-1	-2	0	-1	-2	-14	-6	-2	22
COc1ccc(CCNC(=O)COC(=O)/C=C/c2ccc3c(c2)OCO3)cc1OC	5	15	-5	-8	-1	-5	2	2	-367
CN(C)C(=O)c1cc(F)ccc1Sc1cc(Cl)ccc1Cl	2	1	-7	39	3	-2	2	0	24
CCCN1CCc2c(sc(NC(=O)C3CCN(S(=O)(=O)c4cccs4)CC3)c2C(N)=O)C1	-4	8	10	1	-21	6	1	-9	-146
Cc1ccc(-n2c(C)cc(C)c(C#N)c2=O)cc1C	-8	0	-10	3	2	-7	9	-6	-64
C=CCC(NCc1ccco1)c1ccc(OC)cc1 (stereo not given)	-5	-2	-7	-6	-3	-3	2	7	19
O=C(CSc1ccc(Cl)cc1)OCC(=O)N1CCN(c2ccccc2)CC1	-8	21	-6	14	3	5	-2	-9	16
C=CCn1cccc(C(=O)Nc2ccc(F)cc2)c1=O	-7	0	-5	10	1	-4	3	5	14
COC(=O)c1cc(S(=O)(=O)N2CCCCC2C)c[nH]1 (stereo not given)	-6	0	-8	-18	1	4	2	-6	13
Cc1ccc(C2CC(=O)Nc3cc4c(cc32)OCO4)o1 (stereo not given)	0	-8	-15	11	0	-3	13	-13	-21
Nc1ncnc2c1ncn2[C@@H]1O[C@H](CO)C[C@H]1O	-6	-3	-6	-5	-3	-4	21	-18	6
S=c1[nH]ncn2c1cc1oc3ccccc3c12	-2	-23	-3	17	19	-9	7	-12	-2
CCCN1CCN(C(=O)c2ccc(-c3ccc([N+](=O)[O-])cc3)o2)CC1	4	-8	2	58	2	1	19	1	-33
COc1cc(/C=C/C(=O)N2CCOCC2)ccc1OCc1ccccc1	-3	6	16	2	-6	6	7	1	-70
O=[N+]([O-])c1cc(S(=O)(=O)NCCN2CCOCC2)ccc1Cl	-6	5	-5	-3	2	-6	18	-16	13
CC(=O)Oc1ccc(C(=O)Nc2ccc3c(c2)C(=O)N(CCC(=O)O)C3=O)cc1	4	-19	2	-19	2	0	-3	6	-309
O=C1C2C3C=CC(C3)C2C(=O)N1CNc1ccc(O)cc1 (stereo not given)	13	94*	.	.	.	18	5	72*	.
Cc1csc(=O)n1CCC(=O)N(C)Cc1c(F)cccc1Cl	-5	2	-3	-7	1	-8	9	-9	5
CCOc1ccc(-n2nnc3c(=O)n(CC(=O)c4ccccc4)cnc32)cc1	9	-6	-7	16	1	-2	12	-14	0
COc1cc(-c2cc(-c3ccc(O)cc3)nc(N)c2C#N)ccc1O	-1	1	-1	-13	-8	-7	20	-22	-430
C/C(=N\NC(=O)c1ccc(Cn2cc([N+](=O)[O-])cn2)o1)c1cccc(NC(=O)c2cccnc2)c1	-16	-5	-8	1	2	-8	2	-14	11
COc1cc(C2=NOC(C(=O)NCc3cccs3)C2)cc(OC)c1OC (stereo not given)	0	2	3	4	1	6	5	-1	19
Nc1ccn(CC(=O)NCc2ccccn2)c(=O)n1	6	-1	-1	-1	3	7	4	12	18
NS(=O)(=O)c1ccc(S(=O)(=O)NCCc2ccccc2)cc1	-4	0	1	-5	-1	-5	16	-7	13
Cc1ccc(C)c(NC(=O)C2CCN(C(=O)c3cccs3)CC2)c1	-4	5	-4	-4	0	-1	14	-11	3
Oc1ccccc1CNc1cnc2ccccc2c1	0	-9	-7	21	-8	-2	-6	12	-288
COCc1cccc(N2C(=O)CC(C3C=C(C)C4C(=O)N(c5cccc(COC)c5)C(=O)C4C3)C2=O)c1 (stereo not given)	6	-2	-8	2	0	8	-3	7	5

4 successive records from above, quoted:
SMILES	SENP8 block-1	Apaf-1 inh	HKDC1 inhibitor	PfG6PD inh	SENP1 inh	SENP7 inh	NALP3 yeast inh	SENP6 block	SENP8 block-2
COC(=O)c1cc(S(=O)(=O)N2CCCCC2C)c[nH]1 (stereo not given)	-6	0	-8	-18	1	4	2	-6	13
Cc1ccc(C2CC(=O)Nc3cc4c(cc32)OCO4)o1 (stereo not given)	0	-8	-15	11	0	-3	13	-13	-21
Nc1ncnc2c1ncn2[C@@H]1O[C@H](CO)C[C@H]1O	-6	-3	-6	-5	-3	-4	21	-18	6
S=c1[nH]ncn2c1cc1oc3ccccc3c12	-2	-23	-3	17	19	-9	7	-12	-2

Going on with the list:
SMILES	SENP8 block-1	Apaf-1 inh	HKDC1 inhibitor	PfG6PD inh	SENP1 inh	SENP7 inh	NALP3 yeast inh	SENP6 block	SENP8 block-2
c1ccc2c(CCN3CCNC[C@H]3Cc3cccc4ccccc34)cccc2c1	-19	67*	7	18	-42	14	20	6	7
CCS(=O)(=O)c1ccc2c(c1)N(S(=O)(=O)c1ccccc1)CC(C(=O)O)O2 (stereo not given)	4	0	3	9	1	0	-10	10	1
Cc1cc(C(F)(F)F)c2c(C)nn(-c3ccccc3)c2n1	0	-6	-11	-12	1	2	4	-16	-436
CC(C)Oc1ccc(CNC(=O)Cn2c(=O)c3cccn3c3cccnc32)cc1	19	3	-10	-4	-8	4	7	2	-20
CC1=C(C(=O)OC2CCCCC2)C(c2cccc([N+](=O)[O-])c2)NC(=O)N1 (stereo not given)	-10	13	3	-2	1	-14	21	-3	7
Cc1noc(C)c1COC(=O)c1cccnc1SCC(=O)Nc1ccc2c(c1)OCO2	-8	7	0	-3	-1	-3	12	-10	8
CCOc1ccccc1N1CCN(Cc2cn[nH]c2-c2ccc(F)cc2)CC1	-12	10	-1	2	0	-6	24	-15	16
COc1ccc(C2(C(=O)NCc3ccccc3Cl)CCOCC2)cc1OC	2	0	-8	-7	2	6	0	11	16
COc1ccc(NC(=O)Nc2ccccc2)cc1S(=O)(=O)N1CCCCC1	-2	6	-10	2	0	0	21	6	6
Cc1nn2c(N3CCCC3)cc(C(C)C)nc2c1-c1ccccc1	6	17	3	-3	-1	4	22	-5	-336

High-throughput results deposited in PubChem by Sanford-Burnham Center for Chemical Genomics.
